T cell modulator: modulators of CD8 T cell-vesicle binding, primary screen, mouse 2C CD8+ T cells, flow cytometry; 330,000 compounds, 0.068% hits; calls only at 7 µM; 2C CD8+ T cell-vesicle binding; stronger effect = lower value;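 active = response, share of CD8 T cells binding vesicles, and their 90th percentile fluorescence all below set limits, cut at about 80% in these data, passing the limit was not always enough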
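System: murine 2C transgenic CD8+ T lymphocytes; also added: QL9-loaded Drosophila micro-vesicles; times: binding 1.5 h at 37 °C; measured by: flow cytometry, PE anti-B7-1 (FL2) versus Alexa647 anti-CD8 (FL8), PFA-fixed; control set: Peptide-free naked vesicles (low) and QL9 vesicles with 0.7% DMSO vehicle (high)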
MgcRacGAP inhibition: MgcRacGAP GTPase-activating activity inhibitors, confirmation, biochemical, ADP Hunter fluorescence | MgcRacGAP-stimulated Rac1 GTP hydrolysis, ADP Hunter fluorescence; higher % means a stronger effect; GST-tagged Rac1 F28L mutant substrate | inhibition, % at 30 µM; hits with a dose series show IC50 in µM | 340,000 compounds, 0.6% hits | AID 624330, 2012;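 active = first-screen hits whose inhibition reached a set limit at any dose in the follow-up dose series; inconclusive = inhibition above the set first-screen limit but never retested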;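 note: fluorescence reports GDP produced by GAP-driven GTP hydrolysis; strong numbers were not always called active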
Myeloid diff 2: induction of myeloid progenitor differentiation, primary screen, cell-based, flow cytometry, MLPCN library; ER-HoxA9 myeloid progenitors, lysozyme-GFP differentiation; calls only at 10 µM; 360,000 compounds, 1% hits; AID 624256, 2012;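 active = normalized GFP-positive differentiation at or above the plate's own cutoff, the solvent-only control mean plus 3 SD; inconclusive = no clear call, values can overlap the other calls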;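 note: cells exposed to compound for four days before flow analysis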
TNAP activation fold: human TNAP enzyme activators, primary screen, biochemical, luminescent, no phosphate acceptor, uHTS (AID 1001). 200,000 compounds, 0.03% hits. purified TNAP, luminescent activation assay, no phosphate acceptor; higher activation fold means a stronger effect. activation fold at 20 µM, or EC50 in µM where a hit was titrated. Alkaline phosphatase, tissue-nonspecific isozyme (Homo sapiens); in the data active = activation fold from about 3, or a potency from the dose series; inactive = the rest, 99 in 100 with activation fold below about 1.6; note: many of its hits are not listed in these tables
NTR1 ag: agonists of NTR1, primary screen, imaging, U2OS cells, beta-arrestin-GFP, high content (AID 493036) | NTR1-U2OS beta-arrestin-GFP spot imaging, agonist mode | 330,000 compounds, 0.17% hits | Neurotensin receptor type 1 (Homo sapiens), P30989 | activation, % at 20 µM;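 active = activation at or above 40% of the spot to cytoplasm intensity ratio, with at least 20 cells analyzed; inconclusive = wells under 20 cells, flagged as cytotoxic or low count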;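 note: 0% = DMSO without peptide and 100% = 100 nM NTR1 peptide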
Target sequence (P30989 whole entry, looked up): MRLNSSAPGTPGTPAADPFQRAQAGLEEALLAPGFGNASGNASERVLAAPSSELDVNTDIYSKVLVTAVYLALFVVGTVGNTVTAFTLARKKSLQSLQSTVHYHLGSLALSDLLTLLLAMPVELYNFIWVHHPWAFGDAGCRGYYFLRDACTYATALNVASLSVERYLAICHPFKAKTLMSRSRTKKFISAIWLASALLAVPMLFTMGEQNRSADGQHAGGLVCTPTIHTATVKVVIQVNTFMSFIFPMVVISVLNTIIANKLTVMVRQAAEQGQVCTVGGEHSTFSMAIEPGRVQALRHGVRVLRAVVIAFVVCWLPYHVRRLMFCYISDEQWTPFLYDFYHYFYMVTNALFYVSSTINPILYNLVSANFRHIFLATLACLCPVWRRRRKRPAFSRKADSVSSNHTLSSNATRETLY
UTI89 phage lysis: inhibition of K1F phage lysis, E. coli UTI89, bacterial capsule biogenesis inhibitors, alamar blue (AID 488966) | E. coli UTI89 K1F phage lysis, alamar blue, 2 h; higher % means a stronger effect | inhibition, % at 100 µM, or IC50 in µM where a hit was titrated | 340,000 compounds, 0.02% hits;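 active = phage lysis inhibition, versus mean bacterial control, above a set limit; inconclusive = no clear call, values can overlap the other calls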;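 note: capsule biogenesis inhibitors block K1F phage lysis so surviving cells raise fluorescence; higher fluorescence means more inhibition of phage lysis; actives were called in the ten point dose series up to 300 µM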
Large T inhibition: SV40 large T antigen inhibitors, biochemical (AID 1903). SV40 large T antigen ATPase/helicase inhibition assay; higher % means a stronger effect. inhibition, % at 20 µM; hits with a dose series show IC50 in µM. 310,000 compounds, 0.39% hits; in the data active = a potency from the dose series; inconclusive = inhibition mostly from about 32% at the one dose, without a potency; inactive = the rest, 99 in 100 with inhibition below about 32%; note: strong numbers were not always called active
RSV antiviral HEp-2: RSV antiviral activity via CPE protection, HEp-2 cells, primary 10 µM value included (AID 2391). HEp-2 cells, RSV-induced CPE inhibition; higher % means a stronger effect. CPE inhibition, % at 10 µM, or IC50 in µM where a hit was titrated. 310,000 compounds, 0.13% hits; in the data active = a potency from the dose series; inconclusive = CPE inhibition mostly from about 23% at the one dose, without a potency; inactive = the rest, 99 in 100 with CPE inhibition below about 21%; note: strong numbers were not always called active
Salmonella PhoP GFP: inhibitors of PhoP regulon expression, primary screen, Salmonella Typhimurium, GFP reporter (AID 1863). S. Typhimurium PhoP-regulated promoter GFP reporter, 4 h; higher % means a stronger effect. 300,000 compounds, 0.16% hits. one-dose inhibition, % at 50 µM; IC50 in µM for titrated hits;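 active = inhibition over 29.93%, a cutoff 3 SD above the screen mean, later confirmed by dose response; inconclusive = inhibition over 29.93% but no dose response follow-up; inactive = inhibition at most 29.93% or unconfirmed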;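 note: 0% = low Mg2+ inducing control and 100% = high Mg2+ repressing control; strong numbers were not always called active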
T cell modulator vesicle-bound %: further read-out of T cell modulator, marked with its call; double positive events, %; measured here: CD8+ vesicle-bound cell fraction;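 binding gate set so that unloaded-vesicle control wells show 10% double positive cells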
NTR1 ag cell count 20 µM: recorded beside NTR1 ag, whose call it bears; cell count; measured here: cell count, cytotoxicity flag
Myeloid diff 2 GFP+ MAC1+ %: second read-out of Myeloid diff 2, no call of its own (marks repeat the call); GFP+ MAC1+ double positive, %; measured here: differentiation confirmed by MAC1 staining
An asterisk follows results filed as active; i = inactive; ? = inconclusive; / = no result given; [ ] = another dose, or the depositor's remark. Random draw from the library. Share with any hit: about 2.3%.

SMILES | T cell modulator | T cell modulator vesicle-bound % | MgcRacGAP inhibition | Myeloid diff 2 | Myeloid diff 2 GFP+ MAC1+ % | TNAP activation fold | NTR1 ag | NTR1 ag cell count 20 µM | UTI89 phage lysis | Large T inhibition | RSV antiviral HEp-2 | Salmonella PhoP GFP
CCS(=O)(=O)n1nc(-c2ccccc2)nc1NCc1ccco1 | i | 15.5 | 12.2% | i | 1.5 | 1 | -1.4 | 44 | 0.1% | 23.1% | 4.6% | -2.5%
CCOc1ncccc1C(=O)Nc1cc(S(=O)(=O)N(CC)CC)ccc1N1CCOCC1 | i | 38.5 | -1.3% | i | 0.3 | / | 0.3 | 58 | -0.1%[50 µM] | / | / | /
Cc1ccccc1NC(C)C(=O)N/N=C/c1ccccc1OCc1cccc(Br)c1 (centres undefined) | i | 53.3 | 8.7% | i | 0.4 | 1.2 | 3.4 | 64 | 2.0% | 3.1% | 9.8% | -1.3%
COc1ccc(C(C(=O)NC(C)(C)C)N(C(=O)CCC(=O)Nc2cc(C)on2)c2ccccc2F)cc1 (centres undefined) | i | 52.1 | 0.9% | i | 1.3 | / | 2.5 | 32 | 0.2% | -0.6% | 0.7% | 11.0%
CCC(c1nnnn1CCc1ccccc1)N1CCN(c2ccc(OC)cc2)CC1 (centres undefined) | i | 19.0 | 25.1% | i | 0.4 | 1.1 | -0.6 | 88 | -0.1% | 14.1% | 2.9% | -10.7%
CC(C)(CSc1ccccn1)NS(=O)(=O)c1ccccc1 | i | 17.8 | -7.0% | i | 0.4 | 1 | 3.8 | 40 | -0.9% | -0.9% | 3.4% | 8.7%
Cc1ccc(NC(=O)CC2(CC(=O)O)CCCC2)cc1 | i | 45.2 | 7.4% | i | 0.4 | / | 0.6 | 87 | 0.2% | 8.4% | -0.2% | -0.8%
CN(C)CCCn1c2c(c(SCC(=O)Nc3cccc4ccccc34)nc1=O)CCCC2 | i | 46.4 | 12.0% | i | 1.3 | / | 0.6 | 70 | 1.6%[50 µM] | 12.4% | 0.3% | 9.2%
CCOC(=O)c1c(NC(=O)C2CC(Cl)=CCC2C(=O)O)sc2c1CC(C)(C)OC2 (centres undefined) | i | 40.6 | 4.2% | i | 0.2 | 1 | 2.6 | 52 | -0.2% | 1.7% | 0.4% | -0.9%
COc1ccc(N2CCN(S(=O)(=O)c3c(C)n(C)c(=O)n(C)c3=O)CC2)cc1 | i | 6.1 | 15.2% | i | 1.0 | / | -1.6 | 46 | -0.1% | 35.4% | 1.4% | -5.8%
O=C(c1ccccc1-c1ncc[nH]1)N1CCc2c([nH]c3ccccc23)C1c1ccccn1 (centres undefined) | i | 39.7 | / | i | 0.3 | 1.1 | -0.6 | 44 | / | 6.3% | -0.1% | 1.6%
Cc1ccc(NS(=O)(=O)c2cccc(C(=O)Nc3cc(C)on3)c2)cc1 | i | 49.9 | 8.8% | i | 1.8 | 1 | -0.5 | 87 | 0.2% | 4.4% | 5.8% | -8.5%
COC(=O)c1ccccc1NC(=O)C(C)n1nc(C)c2c(C)n(-c3ccccc3)nc2c1=O (centres undefined) | i | 27.9 | -2.9% | i | 3.2 | / | 0.3 | 67 | 0.2% | 13.1% | ? | -2.1%
COc1cc2c(cc1NC(=O)COC(=O)c1ccccc1)oc1ccccc12 | i | 48.6 | / | / | / | 1.1 | 0.7 | 52 | / | 8.0% | 1.3% | -1.2%
CC1CCCC(NC(=O)C2CCN(S(=O)(=O)c3cccc4nonc34)CC2)C1C (centres undefined) | i | 29.2 | 2.5% | i | 2.6 | / | -0.7 | 63 | 0.3% | 4.5% | 2.1% | 4.0%
O=C(NCC1CCCO1)c1nn2c(c1Cl)NC(c1ccc(F)cc1)CC2C(F)(F)F (centres undefined) | i | 25.6 | 2.3% | i | 1.0 | 1.1 | / | / | 0.3% | 0.8% | 1.1% | -1.5%
CC(C)Oc1ccc2ccccc2c1C=O | i | 62.3 | 7.2% | i | 0.8 | 1.1 | 1.6 | 62 | 0.2% | 5.0% | 6.0% | -2.9%
S=c1[nH]nc(Cn2c(-c3ccccn3)nc3ccccc32)n1-c1ccc2c(c1)OCCO2 | i | 20.8 | 1.8% | i | 0.4 | / | -1.1 | 40 | 0.1% | 14.6% | 1.6% | -5.1%
O=c1c2c([N+](=O)[O-])cc([N+](=O)[O-])cc2sn1-c1ccc(Br)cc1 | i | 42.2 | ? | i | 0.3 | 0.9 | 5.4 | 59 | 1.1% | ? | 2.9% | 6.5%
Cc1cc(C)c2ccc(N)nc2c1O | i | 39.2 | 25.7% | i | 0.5 | 1.1 | 1.0 | 90 | 2.8% | 20.0% | 1.2% | 69.4µM*
COC(=O)c1cn[nH]c1N | i | 22.7 | 3.0% | i | 1.4 | 1 | -0.1 | 41 | 0.3% | 9.8% | 1.1% | -4.9%
CC(NCCC1(C(C)C)CCOC(C)(C)C1)c1cccs1 (centres undefined) | i | 15.2 | 6.3% | i | 0.5 | / | 2.8 | 60 | 0.8% | -0.3% | / | 3.1%
O=C1CN(C(=O)COC(=O)c2cccc(OCc3ccccc3)c2)c2ccccc2N1 | i | 54.4 | 6.9% | i | 0.3 | 1.1 | 13.2 | 78 | 0.5%[50 µM] | -2.9% | 1.6% | 5.4%
Nc1ccccc1-c1nnn(CC(=O)N2CCCc3ccccc32)n1 | i | 8.1 | 2.9% | i | 7.0 | 1.1 | -0.5 | 60 | 1.6% | 4.1% | -0.4% | 3.8%
O=C(NNS(=O)(=O)c1ccc(F)cc1)c1ccc([N+](=O)[O-])cc1 | i | 15.5 | 6.7% | i | 0.6 | / | -0.1 | 82 | 1.4% | 20.9% | 0.0% | -4.6%
SMILES | T cell modulator | T cell modulator vesicle-bound % | MgcRacGAP inhibition | Myeloid diff 2 | Myeloid diff 2 GFP+ MAC1+ % | TNAP activation fold | NTR1 ag | NTR1 ag cell count 20 µM | UTI89 phage lysis | Large T inhibition | RSV antiviral HEp-2 | Salmonella PhoP GFP
COc1ccc(NC(=O)CN(C)C2=NS(=O)(=O)c3ccccc32)cc1Cl | i | 50.9 | -1.5% | i | 0.5 | / | 0.5 | 56 | 0.2% | / | / | /
COC(=O)c1ccc(NC(=O)c2cccc(OC)c2)cc1 | i | 2.1 | 7.0% | i | 0.0 | 1.1 | 2.8 | 83 | 1.4% | 3.4% | 22.0% | 6.5%
COc1ccc(Br)cc1S(=O)(=O)Nc1ncccc1C | i | 27.9 | -10.6% | i | 1.3 | 0.9 | -0.7 | 45 | -0.3% | -1.7% | 1.0% | 4.1%
COc1ccc(OCC(=O)N2CCN(C(=O)c3ccccc3)CC2)cc1 | i | 48.6 | 9.7% | i | 0.6 | 1.1 | -0.2 | 55 | 1.0% | 5.7% | 0.5% | -0.3%
O=C(NCCCN1CCCC1=O)c1ccc(S(=O)(=O)Nc2ccccc2)cc1 | i | 44.8 | 6.9% | i | 0.6 | / | 0.6 | 55 | 1.8%[50 µM] | 19.7% | 1.1% | 1.9%
O=C(COC(=O)CCNS(=O)(=O)c1cccc(C(F)(F)F)c1)NC(=O)NC1CCCCC1 | i | 37.0 | 0.7% | i | 1.2 | 1.1 | 6.5 | 76 | -0.2% | 4.1% | 0.9% | 2.7%
CCCCN(C(=O)C(C)N1C(=O)c2ccccc2C1=O)c1c(N)n(CCCC)c(=O)[nH]c1=O (centres undefined) | i | 44.0 | 1.1% | i | 1.9 | / | -0.5 | 72 | 2.3%[50 µM] | / | 1.5% | /
O=C1N/C(=N\N=C\c2cccs2)SC1Cc1cccc(Cl)c1 (centres undefined) | i | 20.0 | 11.2% | i | 0.5 | 1.1 | 5.3 | 74 | 2.0% | 8.9% | 0.6% | -14.6%
CC1CCCN(C(=O)CSc2n[nH]c(-c3cccs3)n2)C1 (centres undefined) | i | 41.4 | 6.5% | i | 0.1 | / | 2.0 | 61 | 0.5%[50 µM] | 15.8% | -0.2% | -8.0%
O=C(Nc1ccc(F)c(F)c1)C1CCN(S(=O)(=O)c2cccs2)CC1 | i | 31.0 | 3.6% | i | 0.5 | / | -1.9 | 42 | 0.5%[50 µM] | / | 2.1% | /
CC(C)(C)OC(=O)C[C@@H]1C/C=C\C[C@@H](CC(=O)NCCO)C(=O)NC[C@@H](c2ccccc2)OC1=O | i | 15.9 | 8.6% | i | 2.6 | / | 1.2 | 65 | 2.3% | / | / | /
O=[N+]([O-])c1cnn(-c2nc(-c3ccco3)cc(C(F)(F)F)n2)c1 | i | 39.0 | 15.6% | i | 0.5 | 1.1 | -0.3 | 60 | 0.0% | 8.0% | 3.6% | -5.0%
Cc1nc2cc(C(=O)N3CCc4ccccc43)ccc2n1-c1ccc(F)c(F)c1 | i | 41.7 | 15.5% | i | 1.3 | 1 | 3.8 | 44 | -0.4% | 22.7% | 4.4% | 5.5%
Cn1c(=O)c2c(nc(N3CCCCCC3)n2CC(O)COc2ccccc2)n(C)c1=O (centres undefined) | i | 30.0 | 4.9% | i | 0.2 | 1.1 | 5.7 | 53 | 2.7% | -3.0% | 0.2% | -4.0%
Cc1ccnc(NC(=O)CSc2nnc3c(n2)[nH]c2ccccc23)c1 | i | 32.5 | / | / | / | 0.9 | 5.9 | 54 | / | 9.0% | 18.6% | -0.4%
CCN1C(=O)N/C(=C/c2ccc(Sc3ccc(C)cc3)o2)C1=O | i | 32.6 | 16.8% | i | 1.2 | 1.1 | 8.6 | 59 | 1.2% | 5.4% | -1.4% | 16.4%

Assay outcomes (PubChem)
